Screening results deposited in PubChem BioAssay by National Center for Advancing Translational Sciences (NCATS).
DT40 TDP1 no CPT = qHTS for Inhibitors of human tyrosyl-DNA phosphodiesterase 1 (TDP1): qHTS in cells in absence of CPT; DT40 Tdp1-/- hTDP1 cells, no CPT, ATP luminescence, 48 h; 420,000 compounds, 15% hits; Potency, µM (doses to about 46.2 µM), without a hit: at the top dose activity change, negative = growth inhibition, actives largely listed as inhibitors; also: nearly all actives have a fitted effect of over 55% in size
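Seeded 400 DT40-hTDP1 cells/well (vehicle DMSO, no 20 nM CPT); pinned compounds; ≥48 hr at 37 °C; CellTiter-Glo luminescence as viability measure.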
TDP1 inh = blocks human tyrosyl-DNA phosphodiesterase 1. Potency, µM (top dose mostly 130 µM), for inactives: at the highest dose activity change, negative = inhibition, usual class: inhibitors. Q9NUW8. recombinant TDP1, AlphaScreen DNA substrate cleavage. 350,000 compounds, 0.28% hits. AID 485290; also: nearly all actives have a fitted effect of over 40% in size
Target sequence (Q9NUW8 whole entry, looked up): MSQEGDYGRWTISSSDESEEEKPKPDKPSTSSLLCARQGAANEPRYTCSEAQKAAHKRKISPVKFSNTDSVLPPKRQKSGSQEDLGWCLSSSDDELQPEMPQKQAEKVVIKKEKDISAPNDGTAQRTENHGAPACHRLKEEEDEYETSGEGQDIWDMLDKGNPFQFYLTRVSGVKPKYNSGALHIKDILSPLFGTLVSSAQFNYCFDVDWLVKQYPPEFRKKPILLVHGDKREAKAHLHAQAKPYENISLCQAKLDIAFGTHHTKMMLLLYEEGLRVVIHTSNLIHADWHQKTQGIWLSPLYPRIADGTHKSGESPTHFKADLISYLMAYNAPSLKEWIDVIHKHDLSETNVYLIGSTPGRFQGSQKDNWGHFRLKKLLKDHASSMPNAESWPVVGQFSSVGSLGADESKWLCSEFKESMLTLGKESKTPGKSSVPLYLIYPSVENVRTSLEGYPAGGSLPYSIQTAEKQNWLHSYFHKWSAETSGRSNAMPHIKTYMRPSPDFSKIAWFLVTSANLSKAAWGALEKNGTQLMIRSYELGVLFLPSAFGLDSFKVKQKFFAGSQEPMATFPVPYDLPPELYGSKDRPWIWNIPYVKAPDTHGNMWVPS
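Recombinant E. coli-expressed Tdp1 (1 nM) preincubated with compound 15 min at RT, then 5'-biotin/3'-phosphotyrosine-FITC DNA substrate (15 nM) added for 5 min. AlphaScreen beads (10 ug/ml) added, 10 min RT; tyrosine-FITC cleavage read as signal loss.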
TDP1 cell CPT = DT40-hTDP1 cell growth loss with CPT; chicken DT40 Tdp1-/-;hTDP1 cells + 20 nM CPT, ATP luminescence, 48 h; 420,000 compounds, 12% hits; Potency, µM (doses to about 46.2 µM), inactives show at the top dose activity change, negative = growth inhibition, usual class: inhibitors; also: nearly all actives have a fitted effect of over 55% in size
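Chicken DT40 Tdp1-/- cells stably complemented with human TDP1 were seeded at 400 cells/well in medium containing 20 nM camptothecin, exposed to pin-transferred compounds, and grown at 37 °C for at least 48 hr. Viability was read as ATP luminescence.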
Numbers without * were called inactive; ? = inconclusive; / = not tested or not shown; [ ] = dose if it differs, or a comment. Calls follow the shape of the dose curve; as a rule, active = well fitted curve in the direction sought with a large enough effect; inconclusive = small, poorly fitted or top-dose-only effect, or another doubt; inactive = no such curve, though single readings can be large; an effect the other way counts as inactive or inconclusive. % is scaled to controls: 0 for no effect and ±100 for the full control effect; potency is read from the fitted curve at half-maximal effect. Hits appear at their usual frequency. Share with any hit: about 18%.

1. Cc1ccc(S(=O)(=O)c2cn(Cc3cccc(F)c3)c3cc(N4CCCC4)c(F)cc3c2=O)cc1
2. Cc1ccc(CN(C(=O)COc2ccc([N+](=O)[O-])cc2)c2ccccn2)cc1
3. CC(C)(C)c1cc(NC(=O)CCSc2nnc3ccccn23)cc(C(C)(C)C)c1
4. CSc1ccccc1NC(=O)COC(=O)c1ccc(-n2nc(C)cc2C)cc1
5. CCC(C)n1c(=N)c(C#N)cc2c(=O)n3cccc(C)c3nc21 (stereo not given)
6. CC(Sc1nc2ccccc2s1)C(=O)N(C)Cc1ccccc1 (stereo not given)
assay / compound	1	2	3	4	5	6
DT40 TDP1 no CPT	5.2µM*	16µM*	-11%	-5%	-19%	-27%
TDP1 inh	4%	-4%	/	-11%	0%	-17%
TDP1 cell CPT	4.6µM*	?	-15%	3%	7%	-5%

7. CC(=O)Oc1ccc(/C=C2\N=C(C3CCCCC3)OC2=O)cc1
8. COc1ccc2oc(C(=O)Nc3nccs3)c(C)c2c1
9. COc1cccc(C(=O)NC(=S)Nc2ccc(Cl)c(C(=O)O)c2)c1
10. Cc1ccc(C)c(-c2csc(Nc3ncccn3)n2)c1
11. COc1ccc(CN2CCCC(C(=O)N3CCc4ccccc4C3)C2)cc1OC (stereo not given)
12. Cc1ccc2c(C)c(C(=O)Nc3ccc(S(N)(=O)=O)cc3)oc2c1C
assay / compound	7	8	9	10	11	12
DT40 TDP1 no CPT	?	-20%	-6%	?	-16%	-25%
TDP1 inh	1%	/	2%	/	4%	0%
TDP1 cell CPT	?	-5%	-3%	?	?	?

13. O=C(Nc1ccccc1C(=O)O)c1ccc(CN2C(=O)c3ccccc3C2=O)cc1
14. O=C(/C=C/c1ccco1)NC(=S)Nc1ccc(O)c(-c2nc3ccccc3s2)c1
15. O=C1CC(c2ccccc2)CC(O)=C1C=NC1CCCCC1 (stereo not given)
16. Cc1nnsc1S(=O)(=O)Cc1ccccc1Cl
17. Cc1nn(-c2ccccc2)c(N2CCCC2)c1/C=N/NC(=S)Nc1cc(C(F)(F)F)ccc1Cl
18. O=C(c1ccccc1)c1cc2c(cc1[N+](=O)[O-])OCCO2
assay / compound	13	14	15	16	17	18
DT40 TDP1 no CPT	-17%	21µM*	-16%	2%	?	-15%
TDP1 inh	9%	-2%	7%	4%	3%	4%
TDP1 cell CPT	2%	18µM*	-18%	-19%	?	6%

19. Cc1nn(C)c(C)c1S(=O)(=O)N1CCC(C(=O)NC2CCCCC2)CC1
20. N#CCSc1nnc(C2CCCCC2)n1-c1ccccc1
21. O=c1cc(CO)occ1OCc1cccc(F)c1
22. CCc1ccccc1N1C(=O)C(Cl)=C(N2CCOCC2)C1=O
23. CC1(C)CC(=O)C=C(Nc2ccccc2C#N)C1
24. CCC(C)[C@H](NC(=O)N1CCn2c1nc1ccccc12)C(=O)NCCc1ccc(OC)c(OC)c1 (stereo not given in full)
assay / compound	19	20	21	22	23	24
DT40 TDP1 no CPT	-4%	?	5%	-15%	7%	16µM*
TDP1 inh	6%	0%	4%	/	/	2%
TDP1 cell CPT	-16%	-19%	-8%	8%	-6%	15µM*

25. Cc1ccc(CNc2ccc(N3CCOCC3)c(C(=O)O)c2)s1
26. COCCNC(=O)c1onc(CSc2cccc(OC)c2)c1C(=O)O
27. C/C(=N\NC(=O)c1ccncc1)c1cccs1
28. O=C1CSC(=S)N1N=Cc1ccc(Cl)s1
29. N#Cc1nc(-c2ccco2)oc1N1CCC(Cc2ccccc2)CC1
30. O=C(Nc1ccccc1N1CCCC1)C1CCN(C(=O)c2ccc(Cl)cc2)CC1
assay / compound	25	26	27	28	29	30
DT40 TDP1 no CPT	-5%	-6%	-23%	-25%	-28%	?
TDP1 inh	2%	-2%	3%	/	7%	1%
TDP1 cell CPT	-14%	2%	-5%	?	?	?

Another view of some results above.
item	compound	DT40 TDP1 no CPT	TDP1 inh	TDP1 cell CPT
14	O=C(/C=C/c1ccco1)NC(=S)Nc1ccc(O)c(-c2nc3ccccc3s2)c1	21µM*	-2%	18µM*
15	O=C1CC(c2ccccc2)CC(O)=C1C=NC1CCCCC1 (stereo not given)	-16%	7%	-18%
16	Cc1nnsc1S(=O)(=O)Cc1ccccc1Cl	2%	4%	-19%
17	Cc1nn(-c2ccccc2)c(N2CCCC2)c1/C=N/NC(=S)Nc1cc(C(F)(F)F)ccc1Cl	?	3%	?
18	O=C(c1ccccc1)c1cc2c(cc1[N+](=O)[O-])OCCO2	-15%	4%	6%
19	Cc1nn(C)c(C)c1S(=O)(=O)N1CCC(C(=O)NC2CCCCC2)CC1	-4%	6%	-16%
20	N#CCSc1nnc(C2CCCCC2)n1-c1ccccc1	?	0%	-19%
21	O=c1cc(CO)occ1OCc1cccc(F)c1	5%	4%	-8%
22	CCc1ccccc1N1C(=O)C(Cl)=C(N2CCOCC2)C1=O	-15%	/	8%
23	CC1(C)CC(=O)C=C(Nc2ccccc2C#N)C1	7%	/	-6%
24	CCC(C)[C@H](NC(=O)N1CCn2c1nc1ccccc12)C(=O)NCCc1ccc(OC)c(OC)c1 (stereo not given in full)	16µM*	2%	15µM*
25	Cc1ccc(CNc2ccc(N3CCOCC3)c(C(=O)O)c2)s1	-5%	2%	-14%
26	COCCNC(=O)c1onc(CSc2cccc(OC)c2)c1C(=O)O	-6%	-2%	2%
27	C/C(=N\NC(=O)c1ccncc1)c1cccs1	-23%	3%	-5%

The listing continues.
31. COc1cc(NC(=O)CC(C)n2ccnc2)cc(OC)c1 (stereo not given)
32. CC(NC(=O)c1cccc(Cn2cc([N+](=O)[O-])cn2)c1)c1ccc(C(C)(C)C)cc1 (stereo not given)
33. Cc1ccc2c(c1)c(=O)c(Br)c(C)n2Cc1ccccc1
34. Cc1ccccc1C(=O)Nc1ccccc1Sc1ccccc1
35. C/C(=N\NC(=O)c1ccccn1)C12CC3CC(CC(C3)C1)C2
36. CCCc1nnc(-c2ccc(OC)cc2)o1
assay / compound	31	32	33	34	35	36
DT40 TDP1 no CPT	-1%	?	?	-5%	-15%	-3%
TDP1 inh	/	-2%	-4%	-13%	0%	3%
TDP1 cell CPT	36%[activator]	?	?	5%	-10%	0%

37. COCCn1c(=S)[nH]c2cc(C(=O)N3CCc4ccccc4C3)ccc2c1=O
38. Cc1cc(Nc2nc(Cl)c(Cl)cc2Cl)n(-c2ccccc2)n1
39. Cc1c(Cl)cccc1-n1c(SCC(=O)NCc2cccs2)nnc1-c1ccncc1
40. CCCC(=O)Nc1ccc(C(=O)N/N=C/c2cccnc2)cc1
41. C/C=C/c1ccc(OCCn2nnc3ccccc32)c(OC)c1
42. FC(F)(F)c1cc(Oc2ccccc2)ncc1-c1nnc(-c2ccccc2Cl)o1
assay / compound	37	38	39	40	41	42
DT40 TDP1 no CPT	-26%	?	?	10%	15µM*	1%
TDP1 inh	4%	-5%	4%	3%	/	-2%
TDP1 cell CPT	-17%	?	-15%	9%	18µM*	-25%

43. CC(C)NC(=O)N1CCC2(CC1)CCN(S(=O)(=O)c1ccccc1)CC2
44. CCn1c(Sc2ccc([N+](=O)[O-])cn2)nnc1-c1ccco1
45. O=C(CN1CCOCC1)Nc1ncc(Cc2cccc3ccccc23)s1
46. CCNC(=O)C1(C)CCCN1Cc1cccc(C(F)(F)F)c1 (stereo not given)
47. O=C(NCCc1ccccc1)c1cnc2sc(N3CCOCC3)nn2c1=O
48. COc1ccc(-c2noc(CCC(=O)NCCCN3CCN(c4ccc(F)cc4)CC3)n2)cc1
assay / compound	43	44	45	46	47	48
DT40 TDP1 no CPT	-17%	2.1µM*	?	18µM*	-9%	18µM*
TDP1 inh	/	-11%	5%	/	7%	0%
TDP1 cell CPT	-6%	1.6µM*	-14%	18µM*	-13%	18µM*

49. COc1cccc(NC(=O)C2(C)CCN2Cc2ccc(-c3ccccc3)o2)c1 (stereo not given)
50. COC(=O)CSc1nc2c(c(-c3ccc(C)o3)c1C#N)CCCC2
51. COc1cc(CN2CCC(C(=O)N3CCCC(C)C3)CC2)cc(OC)c1O (stereo not given)
52. COc1ccc(-c2ncc(CN3CCC(CO)(Cc4cccc(OC)c4)CC3)cn2)cc1
53. Cc1nc(CC(C)C)cc(C(=O)N2CCCC(CNS(=O)(=O)c3cccs3)C2)n1 (stereo not given)
54. CCCCCCN1C=CC(=C/C=C(\C#N)C(=O)OCC)C=C1
assay / compound	49	50	51	52	53	54
DT40 TDP1 no CPT	?	-28%	-4%	?	0%	16µM*
TDP1 inh	/	-6%	-14%	5%	-4%	6%
TDP1 cell CPT	?	-18%	-20%	?	-11%	?

55. COc1ccc(CNC(=O)CN(Cc2ccccc2Cl)C(=O)c2csnn2)cc1
56. O=C(C[n+]1ccccc1)c1ccc(Cl)cc1
57. CCc1nn(CC(=O)Nc2cc(C)cc(C)c2)c(=O)c2cc3sccc3n12
58. CC(=O)N1CCN(S(=O)(=O)c2ccccc2)C1c1ccccc1 (stereo not given)
59. Cc1nc(NS(=O)(=O)c2ccccc2)sc1NC(=O)Nc1ccccc1
60. COc1cc2c(cc1OC)CC(=O)NC=C2
assay / compound	55	56	57	58	59	60
DT40 TDP1 no CPT	-20%	-4%	5.2µM*	-28%	-2%	-4%
TDP1 inh	/	/	1%	0%	2%	9%
TDP1 cell CPT	12%	2%	4.1µM*	-22%	-17%	7%

61. O=C(Nc1ccccc1N1CCCC1)c1ccc(F)c(S(=O)(=O)N2CCOCC2)c1
62. Cc1ccccc1NS(=O)(=O)c1cc(C(=O)NCc2ccco2)ccc1C
63. COc1ccc(Nc2ccc([N+](=O)[O-])cc2[N+](=O)[O-])cc1
64. NC(=O)C1CCN(C(=O)COc2ccc3ccccc3c2Br)CC1
65. CCOC(OCC)c1cc2ccccc2cn1
66. CNC(=O)CN(C1CCCCC1)S(=O)(=O)c1ccc(F)cc1
assay / compound	61	62	63	64	65	66
DT40 TDP1 no CPT	?	-6%	-21%	-16%	-15%	-7%
TDP1 inh	3%	7%	11%	1%	1%	-2%
TDP1 cell CPT	?	-26%	15%	0%	-18%	-7%

67. COc1ccccc1NCc1nnc(-c2ccccc2)o1
68. CC(C)C(=O)Nc1ccc(C(=O)Nc2nnc(C(C)C)s2)cc1
69. Cc1ccccc1C(=O)Nc1nnc(S(=O)(=O)N(C)Cc2ccc(Cl)cc2)s1
70. CC(=O)c1ccc(Oc2nc(-c3cccnc3)nc3ccccc23)cc1
71. Cc1ccc(-n2ncc3c(Nc4ccc5c(c4)OCCO5)ncnc32)cc1C
72. Cc1ccc(N2C(=O)N3[C@H](c4ccc(F)cc4)[C@@H]4C(=O)N(C5CCCCC5)C(=O)[C@@H]4[C@]3(Cc3ccccc3)C2=O)cc1
assay / compound	67	68	69	70	71	72
DT40 TDP1 no CPT	-15%	?	-12%	-24%	18µM*	-1%
TDP1 inh	/	-3%	-3%	2%	8%	/
TDP1 cell CPT	16%	-19%	-30%	?	21µM*	-1%

73. CCOc1ccccc1NS(=O)(=O)c1cc2c3c(c1)CC(=O)N3CCC2
74. CCOC(=O)Cc1csc(NC(NC(=O)CC)(C(F)(F)F)C(F)(F)F)n1
75. Cn1cc(S(=O)(=O)N2CCN(c3ccc(F)cc3)CC2)c(=O)n(C)c1=O
76. CC(=O)c1c(-c2ccccc2)c2ccccc2[nH]c1=O
77. Cc1noc(C)c1NC(=O)Nc1ccc2c(c1)C(=O)N([C@H](C)CO)C[C@H](C)[C@@H](CN(C)S(=O)(=O)c1cccs1)O2
assay / compound	73	74	75	76	77
DT40 TDP1 no CPT	7%	-3%	-27%	0%	-16%
TDP1 inh	2%	3%	1%	3%	2%
TDP1 cell CPT	-1%	-8%	2%	15%	-1%
